Screening data deposited in PubChem by several laboratories.
DNMT1 block – human DNMT1 methyltransferase inhibitors, primary screen, biochemical, molecular beacon, fluorescence, HinP1I cleavage, uHTS; DNA (cytosine-5)-methyltransferase 1 (Homo sapiens), P26358; inhibition (reported as % activation of signal), % at 10 µM; 360,000 tested, 0.83% active; AID 588458, 2011; in the data active = inhibition above about 50%
Scp1 inh – Scp-1 phosphatase inhibitors, primary screen, biochemical, colorimetric, uHTS; Carboxy-terminal domain RNA polymerase II polypeptide A small phosphatase 1 (Homo …; Recombinant Scp1, phosphopeptide, malachite green phosphate absorbance; inhibition, % at 20 µM; 340,000 tested, 0.88% active; AID 493091, 2011;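 active = inhibition above about 50% at 20 µM, limit read from the data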;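 also: plate controls were DMSO wells with enzyme for no effect and wells lacking enzyme for full effect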
Target sequence (Q9GZU7 76-261 limits assumed): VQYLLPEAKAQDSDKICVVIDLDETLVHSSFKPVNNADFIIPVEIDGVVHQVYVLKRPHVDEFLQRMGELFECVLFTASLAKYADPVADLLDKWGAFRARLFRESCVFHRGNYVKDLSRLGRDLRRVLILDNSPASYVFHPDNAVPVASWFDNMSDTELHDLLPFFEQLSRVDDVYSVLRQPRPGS
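Material – SCP-1 phosphatase catalytic domain, residues 76-261 · Buffer or medium – Acidic Tris acetate buffer with magnesium and detergent · Also added – Phospho 17-mer peptide substrate · Compound – single 20 µM dose, 1% DMSO · Times – 45 min room-temperature reaction, 5 min colour, 30 min stabiliser · Technique – Phosphate-binding colour reagent, absorbance read at 630 nm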
STEP block – STEP phosphatase inhibitors, primary screen, biochemical, fluorescence intensity, uHTS | Tyrosine-protein phosphatase non-receptor type 5 (Homo sapiens), P54829 | recombinant STEP, OMFP fluorogenic substrate | inhibition, % at 20 µM | 360,000 tested, 0.25% active | AID 588621, 2011;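 active = inhibition at 20 µM, scaled per plate between control wells, above about 37%, limit read from the data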;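 also: 0% = DMSO with enzyme and substrate and 100% = substrate only without enzyme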
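Also added – OMFP at 25 µM · Test system – STEP tyrosine phosphatase · Technique – FITC-channel fluorescence of OMFP product · Schedule – 20 min at room temperature, dark · Evaluation – control-normalized % inhibition with plate pattern correction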
LMPTP inh – LMPTP phosphatase inhibitors, primary screen, biochemical, fluorescence intensity, uHTS. Low molecular weight phosphotyrosine protein phosphatase (Homo sapiens), P24666. recombinant LMPTP-A, OMFP fluorogenic substrate. inhibition, % at 20 µM. 360,000 tested, 0.22% active. AID 651560, 2012;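 active = compounds that cut the enzyme signal by at least half of the control window in the single-dose screen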;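 also: plate controls were DMSO wells with enzyme plus substrate for no effect and substrate without enzyme for full effect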
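Assay system: LMPTP-A enzyme. Input: 0.625 nM LMPTP-A final. Probe or stimulus: 400 µM OMFP. Compound dosing: single 20 µM dose. Schedule: 50 min dark incubation at room temperature. Detection: fluorescence intensity of OMFP turnover product. Read-out: percent inhibition versus substrate-only and uninhibited controls. Benchmarks: no-enzyme low control, uninhibited high control.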
MsrA act – bovine MsrA enzyme activators, primary screen, biochemical, absorbance, HTS. AID 602163, 2012. activation, % at 10.6 µM. Methionine sulfoxide reductase A (Bos taurus). 360,000 tested, 0.3% active. purified bovine MsrA, absorbance read-out; in the data active = activation above about 7.5%;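 also: 0% = vehicle and 100% = reference activator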
TbMetRS inhib – T. brucei MetRS inhibitors, primary screen, biochemical, luminescence. purified T. brucei MetRS, ATP depletion, Kinase-Glo luminescence. inhibition, % at 11.9 µM. 360,000 tested, 0.4% active. AID 624268, 2012;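 active = inhibition above a per-plate cutoff of the control wells' mean inhibition plus 3 SD, cut at about 5.5% in these data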;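 also: 0% = DMSO wells median and 100% = median of wells with control inhibitor compound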
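Test system: purified T. brucei MetRS enzyme. Also added: ATP, methionine and E. coli bulk tRNA substrates. Compound: 11.9 µM single point. Schedule: 15 min enzyme-compound preincubation, 2 h reaction, 10 min detection, 25 °C. Signal: luciferase luminescence of residual ATP, Kinase-Glo. Evaluation: percent inhibition versus plate control medians. Controls: DMSO wells, low control.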
E coli Lon inh – inhibitors of E. coli Lon protease, primary screen, biochemical, fluorescence polarization; P0A9M0; purified E. coli Lon protease; inhibition, % at 7.94 µM; 360,000 tested, 0.42% active; in the data active = inhibition above about 13%, passing the limit was not always enough;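 also: 0% = enzyme with probe and DMSO and 100% = no enzyme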
Target sequence (P0A9M0 whole entry, looked up): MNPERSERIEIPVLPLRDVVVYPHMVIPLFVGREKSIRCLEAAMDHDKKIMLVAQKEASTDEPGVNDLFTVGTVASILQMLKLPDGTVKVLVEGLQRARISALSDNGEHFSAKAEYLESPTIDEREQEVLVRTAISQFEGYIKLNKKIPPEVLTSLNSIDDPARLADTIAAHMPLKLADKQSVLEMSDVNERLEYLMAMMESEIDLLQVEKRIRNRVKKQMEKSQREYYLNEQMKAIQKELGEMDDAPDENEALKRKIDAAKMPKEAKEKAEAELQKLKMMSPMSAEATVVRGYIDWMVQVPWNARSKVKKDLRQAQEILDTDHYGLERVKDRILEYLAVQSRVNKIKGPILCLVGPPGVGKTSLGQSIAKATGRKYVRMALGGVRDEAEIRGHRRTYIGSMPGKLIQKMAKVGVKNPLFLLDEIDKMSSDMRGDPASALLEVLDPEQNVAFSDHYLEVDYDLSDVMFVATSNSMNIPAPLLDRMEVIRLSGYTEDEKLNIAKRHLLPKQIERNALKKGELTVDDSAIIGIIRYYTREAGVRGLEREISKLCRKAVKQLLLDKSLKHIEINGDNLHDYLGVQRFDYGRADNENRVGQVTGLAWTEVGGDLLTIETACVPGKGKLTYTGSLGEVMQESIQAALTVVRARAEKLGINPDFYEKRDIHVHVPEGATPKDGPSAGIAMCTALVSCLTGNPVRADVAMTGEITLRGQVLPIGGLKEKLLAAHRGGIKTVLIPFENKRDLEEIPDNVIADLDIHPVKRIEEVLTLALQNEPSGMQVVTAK
SUMO1-SIM PPI – modulators of SUMO1 protein-protein interactions, primary screen, biochemical, uHTS | 360,000 tested, 0.33% active | Small ubiquitin-related modifier 1 (Homo sapiens), P63165 | inhibition, % at 20 µM | SUMO1 binding to a labelled peptide, TR-FRET, 1 h | AID 602429, 2012; in the data active = inhibition above about 37%
CendR NRP1 mod – modulators of CendR peptide binding to NRP-1, primary screen, biochemical, fluorescence polarization, uHTS; Neuropilin-1 (Homo sapiens), O14786; 360,000 tested, 0.85% active; FAM-RPARPAR peptide binding to NRP-1; AID 602438, 2012; inhibition, % at 25 µM;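 active = inhibition or corrected inhibition above about 18%, plus a signal ratio from 0.5 to 1.5, limit read from the data, passing the limit was not always enough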; also: strong numbers were not always called active
MsrA inh – bovine MsrA enzyme inhibitors, primary screen, biochemical, absorbance, HTS | AID 651718, 2012 | Methionine sulfoxide reductase A (Bos taurus) | 360,000 tested, 0.75% active | inhibition, % at 15.5 µM | purified bovine MsrA, absorbance read-out; in the data active = inhibition above about 4.5%;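 also: 0% = vehicle wells with enzyme and 100% = reference inhibitor wells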
* hit, by the source's call.

SMILES	DNMT1 block	Scp1 inh	STEP block	LMPTP inh	MsrA act	TbMetRS inhib	E coli Lon inh	SUMO1-SIM PPI	CendR NRP1 mod	MsrA inh
Cc1nc(C(=O)NC2CCCCC2)sc1C1(C)CC(c2cccc([N+](=O)[O-])c2)=NO1 (centres undefined)	-2	-9	0	2.4	-2	-0.2	7	-9	-5	2.3
O=C(CCS(=O)(=O)c1ccc(Br)s1)NC1CCCC1	2	-4	3	-1.0	-2	-0.6	-1	-1	-9	-0.3
O=C(CNC(=O)c1cccnc1)N=Nc1c(O)[nH]c2c(Br)cc(Br)cc12	13	-2	1	1.3	-2	0.2	9	-4	-1	-0.2
Cc1ccc(-c2nnc(N3CC(C)OC(C)C3)c3ccccc23)cc1 (centres undefined)	-3	-1	2	0.0	-6	-0.4	-5	-7	1	-0.1
CC(C)CC1NC(=O)N(CC(=O)Nc2ccc3c(c2)CCC3)C1=O (centres undefined)	0	1	-5	-0.6	-3	0.5	5	-3	10	-1.5
NC(=O)CC(NC(=O)c1ccccc1)c1ccc(NCc2ccccc2)c([N+](=O)[O-])c1 (centres undefined)	0	-6	3	3.5	-4	-0.2	-7	-36	-10	0.6
CCC1(C)Cc2c(sc(NC(=S)NC(=O)c3ccccc3)c2C#N)CO1 (centres undefined)	-5	-3	1	52*	-4	-0.2	-8	-5	8	-2.0
COc1cc2c(-c3ccccc3O)nc3c(c(C)nn3-c3ccccc3)c2cc1OC	33	-6	1	-1.3	-5	0.7	-6	3	33*	-1.5
Cc1cc(NC(=O)c2ccc3c(c2)OCO3)no1	2	9	-1	-0.7	-4	-1.0	0	-1	2	0.9
CCOc1cc(/C=C2\SC(=Nc3ccc(CC)cc3)NC2=O)ccc1OCC(=O)O	-1	44	6	-0.2	-2	0.6	-11	7	-121	1.7
Cc1ccc(N2CC(NS(=O)(=O)c3cccs3)CC2=O)cc1C (centres undefined)	1	-9	-2	0.2	1	0.1	-3	1	14	0.2
CC12CC(NC(=O)N1c1cccc(C(=O)N3CCN(c4ccccc4F)CC3)c1)c1ccccc1O2 (centres undefined)	1	-6	2	0.8	-3	0.1	4	0	-3	0.4
COc1cc2oc3cc(C#Cc4ccc(N)cc4)ccc3c(=O)c2cc1OC	-32	11	0	1.6	-4	0.1	-18	2	-34	1.3
O=C(NCc1ccc(OC(F)(F)F)cc1)C1CC2Cn3c(nc4ccccc43)C2N1Cc1ccccc1 (centres undefined)	0	-6	4	2.0	-1	-0.3	-12	-4	3	1.5
COCCn1c(SCC(=O)Nc2ccc3c(c2)OCCO3)nnc1C(C)C	0	-2	-2	-1.2	1	-0.7	4	0	12	0.4
CN(C)CCN(Cc1ccccc1)S(=O)(=O)c1ccc2c(c1)n(C)c(=O)c(=O)n2C	-1	3	-2	3.3	-2	-0.6	6	13	-6	-0.3
CC1(C)CC2c3cccc(C(=O)O)c3C(=O)N2c2c1ccc1ccccc21 (centres undefined)	0	-14	2	-1.6	0	-0.1	-3	-4	-14	0.6
O=C(Nc1ccccc1)C1=C[C@@H](C2CCCCC2)C[C@@H](OCc2ccc(CO)cc2)O1	-10	-8	-1	1.8	-1	-0.2	6	1	11	1.0
O=C(Nc1ccc(Cl)cc1)Nc1ccccc1CC[N+](=O)[O-]	-6	-5	-2	-1.0	4	37*	-4	-4	-5	-0.4
COc1cccc(-c2nc(COc3ccc(Cl)cc3Cl)no2)c1	3	-22	-2	4.1	-2	0.2	6	-6	-8	-0.6
CCOC(=O)c1ccc(NC(=S)NN)cc1	-4	9	2	-0.8	-10	-0.8	0	18	5	1.3
COc1ccc(Nc2nc(N)nc(CSc3nccn3C)n2)cc1	-1	-7	-3	-1.4	-3	-0.2	2	0	0	-0.1
CCCc1nnc(NC(=O)CCN2C(=O)c3ccccc3C2=O)s1	-7	-13	-4	-0.5	0	-0.2	-2	-7	-7	1.2
CC(C)N(C)C1CCN(S(=O)(=O)c2ccc(-c3ccc(=O)[nH]n3)s2)CC1	-4	-5	-2	-0.4	-2	0.2	-1	-18	12	3.1
COc1ccc(-n2c(SCC(N)=O)nnc2-c2ccc(NS(=O)(=O)c3ccc(C)cc3)cc2)cc1	-6	3	-1	0.3	0	-0.4	3	2	0	0.2

(next part)
SMILES	DNMT1 block	Scp1 inh	STEP block	LMPTP inh	MsrA act	TbMetRS inhib	E coli Lon inh	SUMO1-SIM PPI	CendR NRP1 mod	MsrA inh
CN(C)CCC#CC1(O)c2ccccc2-c2ccccc21	4	-4	0	-1.1	-1	-0.2	1	4	-2	-1.6
CC(C)OC(=O)c1cccc(C(=O)O)n1	4	-5	0	-1.1	-15	-1.6	-11	1	-7	1.1
Cc1coc2c1c(C)cc1oc(=O)c(CC(=O)N[C@@H](C)C(=O)O)c(C)c12	-6	2	-1	-1.8	-2	0.2	-3	-8	0	1.8
Cn1nnnc1SCCNCc1ccc(Cl)cc1	0	-6	-2	-1.0	-7	-0.9	6	0	4	0.2
N#Cc1nc(Cc2ccccc2)oc1N1CCC(Cc2ccccc2)CC1	-2	-23	7	3.2	-4	-0.7	-3	-3	-8	1.4
Cc1ccc(N2CC(=O)N(c3ccc(C)cc3)CC2=O)cc1	0	-9	-3	-0.6	0	-1.1	-2	0	0	-0.9
CCCCn1c(CNC(=O)C23CC4CC(CC(C4)C2)C3)nnc1SCC(=O)Nc1nnc(C)s1	6	2	-1	-4.7	-3	-0.2	-9	6	-16	0.9
c1nc(NCc2ccc3c(c2)OCO3)c2cc(-c3ccc4c(c3)OCCO4)ccc2n1	-15	9	4	5.9	-4	-0.2	-6	2	5	0.3
Cc1ccc(C(=O)NCC(=O)OCC(=O)Nc2ccc(Cl)cc2C(F)(F)F)cc1C	-2	-11	-2	-0.5	-2	-0.6	3	-5	10	-0.4
COc1ccccc1NS(=O)(=O)c1cccc(C(=O)N2CCCC2)c1	3	-2	-2	-1.0	-1	-0.1	3	4	0	1.0
COc1cccc2c1SCc1ccccc1C2CC(N)=O (centres undefined)	0	-6	-1	-1.5	-1	-0.2	7	0	-5	0.9
O=C(N/N=C\c1ccc[nH]1)c1cncc(Br)c1	1	9	0	-0.3	-1	0.5	-8	-12	4	5.1*
Cc1cc(C)n(CCNC(=O)C2CCC(=O)N(Cc3ccc(Cl)cc3)C2)n1 (centres undefined)	1	-3	-5	0.1	-3	-0.3	0	2	14	-1.5
COc1ccc(NC(=O)c2ccco2)c(NC(=O)c2ccc([N+](=O)[O-])cc2)c1	0	-5	-2	0.5	-2	-0.2	0	-22	1	2.3
O=C(c1cc([N+](=O)[O-])cc([N+](=O)[O-])c1)N1CCN(C(=O)c2ccco2)CC1	2	-4	-3	-0.5	1	0.3	0	-29	-2	-1.5
COc1cc(S(=O)(=O)N(Cc2ccc(C)cc2)Cc2ccco2)ccc1-n1cnnn1	-7	-10	10	2.8	-2	1.1	-2	-3	-16	0.6
CCOC(=O)C1=C(CC)Nc2ccccc2N=C1NC(=O)Nc1ccccc1OC	4	-4	2	-0.8	-2	-0.3	3	3	5	0.2
COc1ccccc1-c1nnc2n1N=C(C)CS2	0	-4	-2	-0.9	1	-0.1	4	-2	-25	-1.1
COc1cc(NC(=O)c2ccccc2)c(OC)cc1NC(=O)CN1CCN(c2ccccn2)CC1	-15	-6	-6	4.1	0	-0.8	-8	11	4	0.2
Cc1cccc(C(=O)NCC(=O)N2CCN(S(=O)(=O)/C=C/c3ccccc3)CC2)c1	-10	-2	3	14	-1	0.0	-10	4	-2	-0.2
O=C(Nc1ccc(Cl)cc1)N1CCC(CO)(Cc2ccccc2)CC1	-3	-8	0	-0.2	-2	1.6	-1	3	6	0.3
Cc1ccc([N+](=O)[O-])cc1NC(=O)CN1CCCCC1	2	-2	-4	-1.2	-11	-1.1	-15	-15	5	-0.3
Cc1cc(OCC(=O)OCC(=O)c2ccc[nH]2)ccc1Cl	-6	-5	-1	0.7	-7	-0.3	-2	-2	9	0.2

Ordered by length of the SMILES (lowest first): part of the list above
SMILES	DNMT1 block	Scp1 inh	STEP block	LMPTP inh	MsrA act	TbMetRS inhib	E coli Lon inh	SUMO1-SIM PPI	CendR NRP1 mod	MsrA inh
Cn1nnnc1SCCNCc1ccc(Cl)cc1	0	-6	-2	-1.0	-7	-0.9	6	0	4	0.2
CC(C)OC(=O)c1cccc(C(=O)O)n1	4	-5	0	-1.1	-15	-1.6	-11	1	-7	1.1
COc1cccc2c1SCc1ccccc1C2CC(N)=O (centres undefined)	0	-6	-1	-1.5	-1	-0.2	7	0	-5	0.9
O=C(N/N=C\c1ccc[nH]1)c1cncc(Br)c1	1	9	0	-0.3	-1	0.5	-8	-12	4	5.1*
N#Cc1nc(Cc2ccccc2)oc1N1CCC(Cc2ccccc2)CC1	-2	-23	7	3.2	-4	-0.7	-3	-3	-8	1.4
CCOC(=O)C1=C(CC)Nc2ccccc2N=C1NC(=O)Nc1ccccc1OC	4	-4	2	-0.8	-2	-0.3	3	3	5	0.2
Cc1cc(C)n(CCNC(=O)C2CCC(=O)N(Cc3ccc(Cl)cc3)C2)n1 (centres undefined)	1	-3	-5	0.1	-3	-0.3	0	2	14	-1.5
CCCCn1c(CNC(=O)C23CC4CC(CC(C4)C2)C3)nnc1SCC(=O)Nc1nnc(C)s1	6	2	-1	-4.7	-3	-0.2	-9	6	-16	0.9
O=C(c1cc([N+](=O)[O-])cc([N+](=O)[O-])c1)N1CCN(C(=O)c2ccco2)CC1	2	-4	-3	-0.5	1	0.3	0	-29	-2	-1.5
